Source: PubChem BioAssay (National Center for Advancing Translational Sciences (NCATS))
D2 potentiator = positively modulates the human D2 dopamine receptor allosterically; P14416; actives 0.34% (n = 340,000); AID 485347; HEK293 T-REx D2, calcium flux, EC20 dopamine potentiation; potentiation, % at 10 µM;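 active = potentiation over 3 SD above the plate norm, cut at about 30% in these data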; note: 0% is about no effect
Target sequence (P14416 whole entry, looked up): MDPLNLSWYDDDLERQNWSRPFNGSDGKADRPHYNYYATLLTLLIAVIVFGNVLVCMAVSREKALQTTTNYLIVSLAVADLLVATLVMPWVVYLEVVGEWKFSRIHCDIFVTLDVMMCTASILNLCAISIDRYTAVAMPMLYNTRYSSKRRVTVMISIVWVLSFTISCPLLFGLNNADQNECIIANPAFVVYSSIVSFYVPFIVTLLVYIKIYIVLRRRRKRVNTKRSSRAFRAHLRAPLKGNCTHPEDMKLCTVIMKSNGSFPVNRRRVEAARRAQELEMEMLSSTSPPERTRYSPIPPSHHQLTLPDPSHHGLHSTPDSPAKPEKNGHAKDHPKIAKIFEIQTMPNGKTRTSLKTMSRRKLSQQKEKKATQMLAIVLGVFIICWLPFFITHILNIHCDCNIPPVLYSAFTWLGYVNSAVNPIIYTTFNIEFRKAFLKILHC
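Tetracycline-induced Hek293 Trex D2 cells, force-coupled to calcium, loaded with no-wash calcium dye. Compound added with 180 s kinetic read for agonism, then EC20 dopamine and a further 180 s read for potentiation.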
RXFP1 antagonist = RXFP1 (human) relaxin receptor antagonism; HEK293-RXFP1, relaxin-stimulated cAMP HTRF, 30 min; active compounds read low; Q9HBX9; actives 0.59% (n = 350,000); activity change, negative = inhibition, % at 57.5 µM;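 active = activity change of -60% or lower, but not beyond a set lower limit; inconclusive = change between -60% and -40%, or beyond the set limit; inactive = change above -40%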; note: % is set by controls: 0 for no effect and ±100 for the full control effect
TRHR PAM = allosterically enhances the human TRH receptor | actives 0.66% (n = 360,000) | AID 493056 | TRHR cells, fluo-8 calcium fluorescence, EC20 TRH enhancement | enhancement, % at 2 µM; in the data active = enhancement above about 30%; note: 0% is about no effect
Target sequence (P34981 whole entry, looked up): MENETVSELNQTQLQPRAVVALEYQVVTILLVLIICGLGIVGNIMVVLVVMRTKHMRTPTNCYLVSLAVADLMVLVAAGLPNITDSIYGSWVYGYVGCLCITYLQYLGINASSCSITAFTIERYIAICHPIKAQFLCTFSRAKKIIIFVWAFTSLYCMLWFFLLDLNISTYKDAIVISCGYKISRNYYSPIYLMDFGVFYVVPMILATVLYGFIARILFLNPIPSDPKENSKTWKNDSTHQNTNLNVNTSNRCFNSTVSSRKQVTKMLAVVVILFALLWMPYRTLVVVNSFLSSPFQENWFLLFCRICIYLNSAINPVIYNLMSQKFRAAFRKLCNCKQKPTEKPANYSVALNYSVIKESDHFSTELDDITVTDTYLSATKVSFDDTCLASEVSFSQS
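TRHR-expressing cells loaded with fluo-8 calcium dye were read kinetically (ex 480/em 530) during compound addition, then stimulated with an EC20 of TRH (10 nM final). Enhancement of the Gq-mediated intracellular calcium response was scored.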
D1 ag = agonists of human D1 dopamine receptor | P21728 | HEK293 T-REx D1 cells, calcium flux, agonist mode | activation, % at 2 µM | actives 1% (n = 360,000); in the data active = activation above about 30%; note: 0% is about no effect
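Tetracycline-induced HEK293 TREx D1 cells, force-coupled to calcium signalling, were dye-loaded with a no-wash calcium kit. Compound was pin-added after a 10 s baseline. Fluorescence was read kinetically at 1 cycle/s for 180 s, with calcium rises flagged as agonism.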
D1 antagonist = blocks dopamine activation of the human D1 receptor; HEK293 TREx D1 cells, calcium flux, dopamine EC80; active compounds read low; actives 3.2% (n = 360,000); activity change, negative = inhibition, % at 10 µM; in the data active = activity change below about -30%; note: % is set by controls: 0 for no effect and ±100 for the full control effect
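Kinetic fluorescence of a calcium dye serves as the read-out. D1-expressing Hek293 Trex cells, induced overnight at 30 C, are exposed to compound for 180 s before an EC80 dopamine addition, then read 180 s further.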
D2 antagonist = antagonizes the human D2 dopamine receptor | HEK293 TREx D2 cells, calcium flux, dopamine EC80 | inhibition, % at 10 µM | actives 2% (n = 340,000); in the data active = inhibition above about 30%; note: 0% is about no effect
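HEK293 T-REx D2 cells, tet-induced, calcium dye no-wash. Cpd pintool add, 180 s kinetic, then EC80 DA, 180 s kinetic. Ca flux read.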
D2 agonist = D2 dopamine receptor (human) agonism; activation, % at 2 µM; actives 0.53% (n = 340,000); HEK293 T-REx D2 cells, calcium flux agonist mode; AID 485358; P14416;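 active = activation over 3 SD above normal in the single-dose calcium agonist read, cut at about 30% in these data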; note: 0% is about no effect
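Agonism is scored from calcium flux in a force-coupled, inducible HEK293 cell line expressing D2, read kinetically for 180 s after compound addition against dopamine controls.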
RXFP1 ag = agonists of human relaxin receptor RXFP1; Q9HBX9; HEK293T-RXFP1 cAMP TR-FRET, 30 min; response scale: percent of porcine relaxin response, buffer zero; Potency, µM (titrated, usually from 57.5 µM), for inactives: at the top dose activation, usual class: activators; actives 0.3% (n = 370,000); active = well fitted activation curve with a large enough effect; inconclusive = small, poorly fitted or top-dose-only effect; note: potency is the fitted concentration of half-maximal effect; % is set by controls: 0 for no effect and ±100 for the full control effect; nearly all actives have a fitted effect of over 60% in size; many of its hits are not listed in these tables
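cAMP rise read by TR-FRET after 30 min, 37C compound exposure (up to 58 uM) in RXFP1-transfected HEK293 cells with Ro 20174 present. EC50 from Hill-equation fits, with 29 nM porcine relaxin as 100% and buffer as basal.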
D1 potentiator = enhances dopamine response at the human D1 receptor; actives 0.036% (n = 360,000); AID 504651; potentiation, % at 10 µM; HEK293 TREx D1 cells, calcium flux, dopamine EC20 potentiation; P21728; in the data active = potentiation above about 30%; note: 0% is about no effect
* = called active by the depositor; ? = inconclusive; / = not tested or not shown.

item	Structure	D2 potentiator	RXFP1 antagonist	TRHR PAM	D1 ag	D1 antagonist	D2 antagonist	D2 agonist	RXFP1 ag	D1 potentiator
1	Cn1nccc1C(=O)N1CCCC(Nc2ccc(F)cc2)C1 (configuration not stated)	-8	36	-3	1	1	8	0.6	0.2%	-9
2	COc1ccccc1CNc1nc2nc(C)c(Cl)c(=O)n2[nH]1	1	-13	2	2	-1	-18	0.2	-0.5%	4
3	Oc1cc(Nc2cccnc2)cc2cccnc12	/	/	-2	4	-18	/	/	2.1%	-8
4	CC1CCN(S(=O)(=O)c2ccc3c(ccc(=O)n3CC(=O)NCc3ccccc3Cl)c2)CC1	-1	/	-3	1	16	/	1.1	-0.6%	3
5	COc1cccc(CNS(=O)(=O)c2cc3c(cc2Cl)NC(=O)CO3)c1	-4	3	-2	2	-16	-13	11	2.2%	0
6	Cn1cc(S(=O)(=O)N2CCC(C(N)=O)CC2)c(=O)n(C)c1=O	-22	2	-1	0	2	-9	-0.4	0.1%	-6
7	CCOc1cccc2sc(N(CCCN(C)C)C(=O)c3ccc(S(=O)(=O)N(C)Cc4ccccc4)cc3)nc12	0	-35	1	42*	-48*	14	1.1	-5.5%	4
8	Cc1[nH]cnc1C(=O)N/N=C/c1ccc([N+](=O)[O-])s1	-5	11	-4	2	-1	-3	-0.3	2.5%	-3
9	COc1ccc(OC)c(NC(=O)CCCOc2cc(=O)n(C)c3ccccc23)c1	-3	-1	-2	-1	-8	/	-1.4	1.0%	3
10	COc1ccc([N+](=O)[O-])cc1NC(=O)/C=C/C(=O)O	-1	/	-6	2	-12	-9	-0.6	1.9%	-1
11	COc1ccc(Oc2ccc(N/C=C3\CCCC3=O)cc2)cc1	7	1	0	7	3	-10	-0.6	0.3%	-5
12	O=c1cc(-c2ccccc2)c2ccc3c(c2o1)CN(Cc1cccc(Cl)c1)CO3	12	?	2	17	-3	/	-0.4	1.7%	-2
13	Cc1c(C(=O)Nc2cccc(C(F)(F)F)c2)oc2ccc(S(=O)(=O)N3CCOCC3)cc12	-6	1	-9	2	-12	2	0.3	3.7%	-4
14	O=C(C1CCC(CNS(=O)(=O)c2ccccc2)CC1)N1CCCCC1 (configuration not stated)	3	3	15	4	4	-1	0.2	0.0%	-11
15	O=C(Nc1cccc(C(=O)OCc2cc(=O)n3c4c(sc3n2)CCCC4)c1)c1cccc(Cl)c1	1	0	1	0	9	/	-1.6	7.3%	0

Next section, overlapping the part above by 4 compounds.
item	Structure	D2 potentiator	RXFP1 antagonist	TRHR PAM	D1 ag	D1 antagonist	D2 antagonist	D2 agonist	RXFP1 ag	D1 potentiator
12	O=c1cc(-c2ccccc2)c2ccc3c(c2o1)CN(Cc1cccc(Cl)c1)CO3	12	?	2	17	-3	/	-0.4	1.7%	-2
13	Cc1c(C(=O)Nc2cccc(C(F)(F)F)c2)oc2ccc(S(=O)(=O)N3CCOCC3)cc12	-6	1	-9	2	-12	2	0.3	3.7%	-4
14	O=C(C1CCC(CNS(=O)(=O)c2ccccc2)CC1)N1CCCCC1 (configuration not stated)	3	3	15	4	4	-1	0.2	0.0%	-11
15	O=C(Nc1cccc(C(=O)OCc2cc(=O)n3c4c(sc3n2)CCCC4)c1)c1cccc(Cl)c1	1	0	1	0	9	/	-1.6	7.3%	0
16	COc1ccccc1NC(=O)CSc1ncn[nH]1	7	0	9	6	4	6	-1.8	1.0%	2
17	Cc1ccc(OCC(=O)N/N=C/c2cccnc2)cc1	2	1	-1	3	-4	-3	0.2	-3.5%	-1
18	Cc1ccc(OCc2cc(C(=O)N(C)Cc3cnn(-c4ccccc4C)c3)no2)cn1	9	-5	43*	8	-14	1	1.1	-1.6%	4
19	O=C(CN1CCCCCCC1)NC(=O)NC1CCCCC1	-7	0	6	1	29	3	-0.2	0.3%	7
20	Cc1cc(C)cc(NC(=O)CSc2nnc(CNC(=O)c3c(F)cccc3Cl)o2)c1	-7	-9	9	9	-7	/	-1.0	3.5%	4
21	COc1ccc(/C=N/Nc2snc(SC)c2C#N)cc1OC	4	-28	1	0	16	-6	0.1	-0.4%	-8
22	COc1ccc(S(=O)(=O)N(C)C(C)CCc2ccco2)cc1 (configuration not stated)	-15	-4	7	1	-15	-5	-1.0	0.2%	-3
23	N#Cc1cccc(NC(=O)Cn2cnc(S(=O)(=O)N3CCCCC3)c2)c1	5	3	-8	2	-2	9	0.0	1.0%	-3
24	CCc1c(C)nc2nc(SCc3ccccc3Cl)[nH]n2c1=O	-2	-25	7	7	-43*	32*	0.4	-0.7%	-9
25	CCOc1ccc(/C=N/NC(=O)C2CCCC2)c(OCC)c1	-6	4	-9	1	-9	1	-0.5	-3.4%	-2
26	O=C(O)c1ccc(-n2nc(-c3ccccc3)c3ccccc3c2=O)cc1	2	-1	-7	8	3	/	/	26%	/
27	CC(NCc1ccc(OCc2ccc(Cl)cc2)cc1)C(O)c1ccccc1 (configuration not stated)	5	-100*	5	38*	-5	-19	1.0	1.6%	-5
28	COc1ccc(OC)c(CNC(=O)c2c(C)oc3ncn(C)c(=O)c23)c1	-8	/	-7	0	5	/	0.0	4.0%	3
29	C#CCOCCOCCOCCNc1nc(N2CCN(C(=O)CCCCCCCCCCNC(=O)Cn3cc(C[C@@H](C)O)nn3)CC2)nc(N2CCN(C(=O)CCCCCCCCCCNC(=O)[C@@H]([C@H](C)O)n3cc(C)nn3)CC2)n1	-9	/	2	21	12	4	2.0	-1.2%	-9
30	Nn1c(SCc2ccccn2)nncc1=O	4	-19	-1	0	12	2	0.7	1.4%	-3
31	CC(CCc1ccccc1)NC(=S)NC1CCCCC1 (configuration not stated)	-10	-2	4	5	/	-11	13	0.3%	-5
32	C=CCn1c(SCc2ccc(C#N)cc2)nnc1-c1ccc(C)cc1	8	9	-4	0	-13	-21	-0.2	-1.7%	-5
33	CCn1cc(C(=O)N[C@@H](C)C(=O)NCCCn2ccnc2)c(=O)c2cc3c(cc21)OCO3	12	14	5	3	-5	4	-0.7	5.1%	6
34	Cc1cc(=O)[nH]c(N/N=C/c2c(C)nn(-c3ccccc3)c2C)n1	/	2	0	4	-2	/	/	2.3%	1
35	O=[N+]([O-])c1ccc(S(=O)(=O)NCCc2cn3ccccc3n2)cc1	3	3	1	-3	25	-1	-0.1	0.2%	0
36	CN(C)c1ccc(-c2noc(-c3ccccc3O)n2)cc1	0	0	-2	1	11	-28	-0.1	2.7%	-2
37	CCCSc1nnc(Nc2ccccc2C)s1	1	5	-2	3	5	6	2.3	0.5%	6
38	COc1ccc(CNC(=O)C2CCN(S(=O)(=O)c3cccc4nonc34)CC2)cc1	22	-4	-2	-4	5	-23	-0.9	0.9%	-3
39	O=C(Nc1cccc(C(F)(F)F)c1)c1cccc(C(=O)Nc2cccc(C(F)(F)F)c2)c1	-6	-2	-10	19	-18	/	1.3	4.3%	-3
40	COc1ccc(C=O)cc1CN1CCCN(Cc2ccccc2F)S1(=O)=O	-6	11	-2	3	-14	2	-0.6	1.0%	-9
41	CCC1=NN(C(=O)c2ccccc2O)C(O)(c2ccccc2)C1 (configuration not stated)	6	/	-4	1	-7	7	-0.3	-4.5%	-2
42	CCOc1ccc(N(C(=O)CNC(=O)c2ccco2)C(C(=O)NCC2CCCO2)c2ccccc2)cc1 (configuration not stated)	16	2	1	0	8	-31	-0.4	0.1%	-3
43	Cn1c(=O)c2c(nc(OCC3COC(C)(C)O3)n2Cc2ccccc2F)n(C)c1=O (configuration not stated)	6	0	-7	0	31	-4	1.5	3.6%	-1
44	C=CCN(C(=O)CCC(=O)Nc1cc(C)on1)C(C(=O)NC1CCCC1)c1ccc(CC)cc1 (configuration not stated)	-1	-16	-7	4	-3	-11	-0.8	0.4%	-6
45	O=C(NCCN1C(=O)S/C(=C\c2ccccc2F)C1=O)C1CCCN1C(=O)c1cccs1 (configuration not stated)	-3	14	2	0	-5	-2	-0.5	-3.8%	-3
46	COc1ccc(-c2cc(-c3ccccc3)n[nH]2)c(O)c1	-3	-12	3	4	1	1	2.2	0.5%	1
47	CC(C(=O)N1CCN(c2ccccc2F)CC1)c1ccc([N+](=O)[O-])cc1 (configuration not stated)	9	3	18	7	7	-12	1.1	-0.7%	-13
48	Cc1c(NC2=CC(=O)CC(C)(C)C2)c(=O)n(-c2ccccc2)n1C	-10	-6	-5	-1	6	4	-0.3	0.0%	-12
49	CC(=O)Nc1ccc(S(=O)(=O)N(C)CC(=O)OCCOc2cccc(C)c2)cc1	-3	-23	3	5	-9	4	1.0	-1.3%	-14
50	O=C(NC(NC(=O)c1ccccc1)c1ccccc1)c1ccccc1	1	17	4	1	3	-23	-0.8	-1.7%	-4
51	Cc1ccc(S(=O)(=O)NC2=NCN(C3CCN(Cc4ccccc4)CC3)CN2)cc1	-9	-3	-3	2	2	3	0.3	0.1%	2
52	CN1CCN(S(=O)(=O)c2ccc(NC(=O)c3ccccc3F)cc2)CC1	-2	1	4	5	-18	-3	-1.2	-1.2%	-3
53	S=C(Nc1ccccc1)Nc1nc2ccccc2n1CCOc1ccc(Cl)cc1	-2	-13	3	4	-13	8	1.7	0.2%	0
54	Cn1nnnc1Sc1ncnc2scc(-c3cccc([N+](=O)[O-])c3)c12	/	/	-12	4	1	/	/	/	1
55	CCOC(=O)C(=CNc1ccc(C#N)cc1)C(=O)OCC	-15	-3	1	-1	-14	6	2.5	-3.0%	7

Some of the compounds tested; rates above refer to the full screens.
